Assay outcomes (PubChem)
CYP2C9 inh – human CYP2C9 inhibition; P11712; actives 20% (n = 96,000); inhibition, % at 5 µM; CYP2C9 Supersomes, luciferin-H conversion, luminescence; AID 777;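 active means blocking of liver enzyme CYP2C9 beyond about 50% at 5 µM, limit read from the data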; further: values of inactives mirror those of a sister screen read the other way
PLK1 inh – blocks human PLK1 kinase activity. AID 619. recombinant PLK1 kinase, TR-FRET peptide phosphorylation. inhibition, % at 10 µM. P53350. actives 0.53% (n = 97,000);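 active means inhibition of 50% or more in the single-concentration screen; inactive means inhibition below 50%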;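 further: 0% = DMSO max control and 100% = H-89 dihydrochloride min control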
CYP2C19 inh – human CYP2C19 inhibition. P33261. CYP2C19 Supersomes, luciferin-H EGE luminescence, 30 min. inhibition, % at 5 µM. actives 21% (n = 96,000);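 active means CYP2C19 inhibition above a set limit at 5 µM in the primary screen, cut at about 50% in these data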;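 further: plate controls were negative control wells for no effect and 2.5 mM tranylcypromine positive control for full effect; values of inactives mirror those of a sister screen read the other way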
Plk1 PBD FP – blocks phosphopeptide binding to human Plk1 polo box domain; P53350; Plk1 PBD phosphopeptide binding, fluorescence polarization; inhibition, %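 (tested at about 20 µM)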; actives 0.13% (n = 97,000); in the data active means inhibition above about 34%, passing the limit was not always enough
PLAP activator – activators of human placental alkaline phosphatase; actives 1.2% (n = 96,000); activation fold at 20 µM; purified PLAP enzyme, luminescent substrate read-out; active compounds read high; P05187; in the data active means activation fold above about 2
Target sequence (P05187 whole entry, looked up): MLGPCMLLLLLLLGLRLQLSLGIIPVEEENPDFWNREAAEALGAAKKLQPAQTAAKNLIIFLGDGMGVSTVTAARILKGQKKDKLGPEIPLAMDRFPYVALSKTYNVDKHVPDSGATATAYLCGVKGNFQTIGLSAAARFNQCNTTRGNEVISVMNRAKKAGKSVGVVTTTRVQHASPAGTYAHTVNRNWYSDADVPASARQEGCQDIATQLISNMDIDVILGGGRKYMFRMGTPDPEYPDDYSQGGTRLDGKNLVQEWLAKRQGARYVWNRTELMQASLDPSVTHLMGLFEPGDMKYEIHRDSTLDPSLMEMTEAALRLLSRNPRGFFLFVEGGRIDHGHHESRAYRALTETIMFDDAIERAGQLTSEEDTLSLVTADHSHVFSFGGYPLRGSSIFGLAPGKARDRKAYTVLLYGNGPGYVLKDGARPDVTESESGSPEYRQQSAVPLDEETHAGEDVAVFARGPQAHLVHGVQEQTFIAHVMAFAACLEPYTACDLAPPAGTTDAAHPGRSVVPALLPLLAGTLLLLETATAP
Rev-RRE block – HIV Rev-RRE protein-RNA interaction inhibition; actives 0.79% (n = 97,000); P05866; Rev peptide-RRE RNA binding, FRET; inhibition, % at 8 µM;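 active means inhibition above the screen-wide mean plus 3 SD, cut at about 35% in these data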;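 further: 0% = median DMSO wells and 100% = median Neomycin B control wells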
Target sequence (P05866 whole entry, looked up): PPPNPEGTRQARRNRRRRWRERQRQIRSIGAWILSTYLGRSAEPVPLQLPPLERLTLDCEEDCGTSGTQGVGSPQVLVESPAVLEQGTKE
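Test system – labelled RRE RNA duplex and labelled Rev peptide · Signal – fluorescein-to-Cy5 FRET, 480 nm excitation · Evaluation – % inhibition of FRET ratio versus controls · Benchmarks – DMSO low control, neomycin B high control · Incubation – 5 min RNA-compound premix plus 15 min binding step, 25 °C · Medium – HEPES pH 7.5 salt buffer with EDTA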
EphB4 antag – blocks human EphB4 binding to ephrin-B2; P54760; EphB4 LBD / TNYL-RAW-Alexa532 peptide, fluorescence polarization; inhibition, % at 7 µM; actives 0.15% (n = 97,000); AID 720;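 active means inhibition above the screen-wide mean inhibition plus 3 SD, cut at about 15% in these data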;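 further: 0% = DMSO wells and 100% = excess unlabeled TNYL-RAW peptide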
CYP2C19 activ – increases human CYP2C19 enzyme activity; P33261; recombinant CYP2C19, luciferin-H EGE luminescence; active compounds read high; 0 = fully inhibited enzyme, 1 = untreated enzyme; activation factor at 5 µM; 96,000 tested, under 10 active; AID 1025;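 active means activation factor of at least 2 at 5 µM in the primary screen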;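 further: 0 = wells with 2.5 mM tranylcypromine and 1 = vehicle-only wells; values of inactives mirror those of a sister screen read the other way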
CYP2C9 act – CYP2C9 (human) activation. activation factor at 5 µM. recombinant CYP2C9, luciferin-H conversion, luminescence; active compounds read high; factor 1 = untreated enzyme, 0 = blocked. actives 1.4% (n = 96,000). AID 1024. P11712;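 active means activation factor of 2 or more for CYP2C9 at a 5 µM dose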;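 further: 0 = sulfaphenazole-blocked wells and 1 = vehicle-only wells; values of inactives mirror those of a sister screen read the other way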
The depositor's hits bear a star; nt = not tested or not shown.

PLAP activator	CYP2C9 act	Rev-RRE block	PLK1 inh	EphB4 antag	CYP2C19 inh	CYP2C9 inh	Plk1 PBD FP	CYP2C19 activ	canonical_smiles
1.1	1	5	-10	-5	39	-3	0	0.6	CCCn1c(CC)nc([N+](=O)[O-])c1Sc1ccc(F)cc1
1.1	1.5	4	-11	-3	38	-51	5	0.6	Cc1cc(C)n2c(SCc3cccs3)nnc2n1
2.2*	0.2	4	7	3	24	76*	1	0.8	Cn1ccnc1C(O)c1cc(C(C)(C)C)c(O)c(C(C)(C)C)c1 (stereo unspecified)
0.9	1	10	8	3	4	4	-3	1	COc1cccc(C(=O)Nc2c3c(nn2-c2ccccc2C)CS(=O)C3)c1OC (stereo unspecified)
1.2	1	-2	-9	-1	30	-3	15	0.7	COCCCNC(=O)CN(c1ccc(Cl)c(Cl)c1)S(C)(=O)=O
0.9	0.8	0	-2	-5	34	25	-2	0.7	CCC(=O)/C=C1\Sc2ccc(OC)cc2N1CC
1.7	0.3	2	-14	4	91*	70*	-5	0.1	CCn1c2ccccc2c2cc(NC(=O)CSc3nnc(-c4cccc(F)c4)o3)ccc21
0.9	0.5	9	-8	-7	38	49	-32	0.6	Cc1cc(C=C2C(=O)c3ccccc3C2=O)c(C)n1-c1ccc(Cl)cc1
0.8	0.7	nt	nt	nt	33	32	nt	0.7	O=C(Nc1cnc2ccccc2c1)N1CCCCC1
1.8	0.5	4	-11	-6	36	52*	6	0.6	Cc1c(O)c(CN2CCCC2)cc2c3c(c(=O)oc12)CCC3
1.1	0.9	6	-9	3	26	8	8	0.7	COC(=O)C(NS(=O)(=O)c1ccc(NC(C)=O)cc1)C(C)C (stereo unspecified)
nt	nt	4	-13	-9	nt	nt	-17	nt	Cc1cccc2c(Cl)cc(=O)[nH]c12
1	1.1	-3	-6	10	-3	-10	5	1	Cn1c(NCc2ccco2)nc2c1c(=O)n(Cc1ccc(Cl)cc1Cl)c(=O)n2C
nt	nt	5	-12	-8	nt	nt	-14	nt	CCc1ccc(C(=O)/C=C/c2cnn(C)c2C)s1
1	1	nt	nt	nt	30	1	nt	0.7	CC(Oc1ccc(Cl)cc1)C(=O)Nc1ncccn1 (stereo unspecified)
1.1	0.3	3	-12	-8	79*	71*	-53	0.2	Cc1ccc(C)c(NC(=O)c2nc(-c3ccccc3)n(-c3ccccc3)n2)c1
1	2*	5	-10	2	85*	-102	-9	0.2	Oc1ccc(C(=S)N2CCCCC2)cc1Cl
1.1	0.9	0	-10	0	37	9	-13	0.6	COC(=O)c1sc(N)nc1C(C)(C)C
1	0.5	7	-4	2	12	52*	-1	0.9	CCOC(=O)c1c(NC(=O)CN(CC)CC)sc2c1CCC2
1.1	0.3	0	-11	-2	23	66*	18	0.8	COC(=O)c1ccc(NC(=O)c2ccccc2NS(C)(=O)=O)cc1
0.9	0.6	17	-15	12	-6	41	-28	1.1	CCOc1ccc(S(=O)(=O)n2cc(-c3ccc(F)cc3)c(N)n2)cc1
0.9	1	4	-10	-4	10	1	11	0.9	Cc1cc(NC(=O)Cc2c(F)cccc2Cl)no1
1	1.6	nt	nt	nt	1	-60	nt	1	COc1cc2ccccc2cc1C(=O)OCC(=O)N1CCOCC1
nt	nt	1	-5	-7	nt	nt	-15	nt	CSc1nc2c(ccc3ccccc32)o1
0.9	0.9	5	-13	-5	10	13	1	0.9	COc1ccc(-n2c(=O)cc(N3CCOCC3)[nH]c2=O)cc1
0.9	0.4	11	-16	-3	15	62*	1	0.8	CCCOc1ccc(N2CC(C(=O)Nc3ccccc3C(=O)NCc3ccco3)CC2=O)cc1 (stereo unspecified)
1.2	1	6	-10	-4	10	-2	18	0.9	COC(=O)c1nc(NC(=O)C(C)C)n[nH]1
1.1	0.9	nt	nt	nt	2	7	nt	1	CCOC(=O)N1CCN(c2c(N3CCN(c4ccccn4)CC3)c(=O)c2=O)CC1
nt	nt	5	-2	3	nt	nt	7	nt	Cc1cc(C)nc(N2CCC(C(=O)NC3CCCCCC3)CC2)n1
1.5	1.3	nt	54*	nt	96*	-32	-7	0	O=C(c1cc2ccccn2n1)N1CCN(Cc2ccccc2)CC1

Marked active in CYP2C9 act, among the entries above:
PLAP activator	CYP2C9 act	Rev-RRE block	PLK1 inh	EphB4 antag	CYP2C19 inh	CYP2C9 inh	Plk1 PBD FP	CYP2C19 activ	canonical_smiles
1	2*	5	-10	2	85*	-102	-9	0.2	Oc1ccc(C(=S)N2CCCCC2)cc1Cl

(next part)
PLAP activator	CYP2C9 act	Rev-RRE block	PLK1 inh	EphB4 antag	CYP2C19 inh	CYP2C9 inh	Plk1 PBD FP	CYP2C19 activ	canonical_smiles
1.2	1	10	3	-3	26	5	-12	0.7	CCOC(=O)C1=C(CN2CCc3ccccc32)NC(=O)NC1c1ccc(Cl)cc1 (stereo unspecified)
0.8	1	9	-8	4	-13	-3	12	1.1	O=C(CN1C(=O)c2ccccc2C1=O)Nc1cccc2cccnc12
1	1.5	6	-19	6	0	-48	-22	1	COc1ccc(/C=N/Nc2nc3ccccc3o2)cc1OC
0.8	0.9	0	-14	-5	8	9	3	0.9	Cn1c(COc2ccccc2)nnc1SCC(=O)NCc1ccccc1
nt	nt	1	-14	4	nt	nt	0	nt	COc1ccccc1-c1cnnc(N/N=C/c2ccc(-c3cccc(Br)c3)o2)n1
1.1	1.1	16	-7	8	-8	-10	23	1.1	Fc1ccc2nc(Nc3nc4c(s3)CCCC4)sc2c1
1.1	0.8	-2	-4	2	70*	21	-8	0.3	CCc1ccc(CNc2ccc3c(c2)ncn3C)cc1
1	0.6	3	-2	5	49	40	-8	0.5	O=C(CCCCCN1C(=O)CCC1=O)Nc1ccc(Br)cc1F
nt	nt	8	1	-3	nt	nt	6	nt	Cn1c(=O)[nH]c(=O)c2c1nc(Br)n2CCSc1ncccn1
1.6	1	nt	nt	nt	2	5	nt	1	COc1ccc(C2CC(=O)C(C=NCCN3CCNCC3)=C(O)C2)cc1OC (stereo unspecified)
1.1	0.7	-1	-5	8	4	28	-7	1	COc1ccccc1CC1(C)NC(=O)N(CC(=O)Nc2cc(C)on2)C1=O (stereo unspecified)
0.9	1.2	3	-3	3	-15	-17	27	1.2	Cc1cc(C)c(NC(=O)C2CCCN2CCO)c(C)c1 (stereo unspecified)
0.9	0.9	6	5	3	21	10	4	0.8	CNC(=O)CN(c1cc(C)ccc1C)S(C)(=O)=O
1.2	0.5	-2	-15	9	49	52*	-9	0.5	Cc1cccc(N2CCN(C(=O)c3ccc4nc(-c5ccco5)c(-c5ccco5)nc4c3)CC2C)c1 (stereo unspecified)
0.9	0.5	13	-9	4	20	46	4	0.8	COc1ccc2[nH]c3c(NCc4ccco4)ncnc3c2c1
0.8	1	6	-10	0	2	3	-1	1	Cc1ccc2[nH]c(CCN(C)C)c(CC#N)c2c1
0.8	0.9	nt	nt	nt	-15	7	nt	1.1	O=c1oc(-c2cccs2)nc2c1cnn2-c1ccccc1
1.1	1	8	-22	4	14	0	-5	0.9	Cc1ccc2c(c1)nnn2C1CCN(CC(=O)c2ccc(Cl)cc2)CC1
0.9	0.5	7	1	0	20	45	29	0.8	CCOc1ccc(C(=O)NCCC(=O)NCCCC(=O)O)cc1
0.9	0.5	13	-4	6	34	48	-12	0.7	O=C(O)CCC(=O)Nc1ccc(F)cc1
1.2	0.4	3	-8	3	21	61*	-9	0.8	CC(C)c1ccc(SCc2noc(C(=O)NCC3CCCO3)c2C(=O)O)cc1 (stereo unspecified)
2.1*	1.1	2	-10	7	70*	-12	-3	0.3	Cc1ccc(S(=O)(=O)N2CCN(CC(=O)NC3CCCc4ccccc43)CC2)cc1C (stereo unspecified)
0.9	0.9	nt	nt	nt	12	12	nt	0.9	Cn1ncc(Br)c1C(=O)Nc1ccc(Cl)cn1
1.3	0	6	-12	-5	41	96*	-27	0.6	O=C(Cc1cccs1)N1CCC(c2nc3c(nnn3Cc3ccc(F)cc3)c(=O)[nH]2)CC1
1.1	0.7	17	-9	-8	28	27	-5	0.7	FC(F)(F)c1nnc2ccc(N3CCN(c4ccccc4)CC3)nn12
1.1	0.1	-4	0	-12	78*	87*	-50	0.2	COc1ccc(/C=N/NC(=O)c2ccc3ccccc3c2)cc1OS(=O)(=O)c1ccc(NC(C)=O)cc1
1.4	1.6	9	10	5	90*	-61	-21	0.1	COc1ccccc1CNS(=O)(=O)c1cc(C)ccc1OC
1.1	1.1	3	-6	10	-1	-14	-19	1	O=C(NCCN1C(=O)CSC1=O)c1ccccc1
1	0.7	-3	-4	-3	61*	30	-16	0.4	Cc1noc(C)c1CN1C(=O)NC2(CCCCCCC2)C1=O
1.1	1	0	-11	5	13	-2	-6	0.9	C/C(CC(=O)NC1CCCC1)=N\NC(=O)Cc1cccs1
0.9	1	6	-3	-6	-8	0	6	1.1	O=C(O)COc1ccc(-c2nnn(CC(=O)O)n2)cc1
0.9	2*	nt	nt	nt	1	-100	nt	1	Cc1ccc(-n2nnnc2SCC(=O)N2CCc3ccccc3C2)c(C)c1
0.9	1.1	1	-2	-1	-14	-6	11	1.1	CCCNc1cc(=O)n(C)c(=O)n1C

Ordered by molecular weight (smallest number first): some entries from above
PLAP activator	CYP2C9 act	Rev-RRE block	PLK1 inh	EphB4 antag	CYP2C19 inh	CYP2C9 inh	Plk1 PBD FP	CYP2C19 activ	canonical_smiles
1.1	1.5	4	-11	-3	38	-51	5	0.6	Cc1cc(C)n2c(SCc3cccs3)nnc2n1
1.1	1	0	-11	5	13	-2	-6	0.9	C/C(CC(=O)NC1CCCC1)=N\NC(=O)Cc1cccs1
1.5	1.3	nt	54*	nt	96*	-32	-7	0	O=C(c1cc2ccccn2n1)N1CCN(Cc2ccccc2)CC1

Profiles, quoted from the list.
Cc1c(O)c(CN2CCCC2)cc2c3c(c(=O)oc12)CCC3 across the screens: PLAP activator: 1.8; CYP2C9 act: 0.5; Rev-RRE block: 4; PLK1 inh: -11; EphB4 antag: -6; CYP2C19 inh: 36; CYP2C9 inh: 52*; Plk1 PBD FP: 6; CYP2C19 activ: 0.6
Cn1c(NCc2ccco2)nc2c1c(=O)n(Cc1ccc(Cl)cc1Cl)c(=O)n2C across the screens: PLAP activator: 1; CYP2C9 act: 1.1; Rev-RRE block: -3; PLK1 inh: -6; EphB4 antag: 10; CYP2C19 inh: -3; CYP2C9 inh: -10; Plk1 PBD FP: 5; CYP2C19 activ: 1
